Screening results as filed in PubChem BioAssay.
DAX1 inh-1: DAX1 (NR0B1) inhibitors on StAR promoter, primary screen, cell-based, luminescence, SF-1 (NR5A1), full-length DAX-1; HEK293T StAR-luciferase reporter, SF-1/DAX-1 repression relief; inhibition, % at 6.8 µM; 370,000 tested, 1.1% active; AID 652010, 2013;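 active = inhibition above the mean over all tested compounds plus 3 SD, cut at about 3.6% in these data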;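 note: 0% = DAX-1 cells with DMSO and 100% = cells lacking DAX-1 with DMSO; higher inhibition means more luminescence from relief of DAX-1 repression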
PLC-beta3 inh: human PLC-beta3 inhibitors, primary screen, biochemical, fluorescence | 1-phosphatidylinositol 4,5-bisphosphate phosphodiesterase beta-3 (Homo sapiens), Q01970 | Purified PLC-beta3, fluorogenic substrate | inhibition, % at 12.2 µM | 370,000 tested, 0.18% active; in the data active = inhibition above about 11%;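 note: 0% = median of compound wells on plate and 100% = full blocker control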
Target sequence (Q01970 whole entry, looked up): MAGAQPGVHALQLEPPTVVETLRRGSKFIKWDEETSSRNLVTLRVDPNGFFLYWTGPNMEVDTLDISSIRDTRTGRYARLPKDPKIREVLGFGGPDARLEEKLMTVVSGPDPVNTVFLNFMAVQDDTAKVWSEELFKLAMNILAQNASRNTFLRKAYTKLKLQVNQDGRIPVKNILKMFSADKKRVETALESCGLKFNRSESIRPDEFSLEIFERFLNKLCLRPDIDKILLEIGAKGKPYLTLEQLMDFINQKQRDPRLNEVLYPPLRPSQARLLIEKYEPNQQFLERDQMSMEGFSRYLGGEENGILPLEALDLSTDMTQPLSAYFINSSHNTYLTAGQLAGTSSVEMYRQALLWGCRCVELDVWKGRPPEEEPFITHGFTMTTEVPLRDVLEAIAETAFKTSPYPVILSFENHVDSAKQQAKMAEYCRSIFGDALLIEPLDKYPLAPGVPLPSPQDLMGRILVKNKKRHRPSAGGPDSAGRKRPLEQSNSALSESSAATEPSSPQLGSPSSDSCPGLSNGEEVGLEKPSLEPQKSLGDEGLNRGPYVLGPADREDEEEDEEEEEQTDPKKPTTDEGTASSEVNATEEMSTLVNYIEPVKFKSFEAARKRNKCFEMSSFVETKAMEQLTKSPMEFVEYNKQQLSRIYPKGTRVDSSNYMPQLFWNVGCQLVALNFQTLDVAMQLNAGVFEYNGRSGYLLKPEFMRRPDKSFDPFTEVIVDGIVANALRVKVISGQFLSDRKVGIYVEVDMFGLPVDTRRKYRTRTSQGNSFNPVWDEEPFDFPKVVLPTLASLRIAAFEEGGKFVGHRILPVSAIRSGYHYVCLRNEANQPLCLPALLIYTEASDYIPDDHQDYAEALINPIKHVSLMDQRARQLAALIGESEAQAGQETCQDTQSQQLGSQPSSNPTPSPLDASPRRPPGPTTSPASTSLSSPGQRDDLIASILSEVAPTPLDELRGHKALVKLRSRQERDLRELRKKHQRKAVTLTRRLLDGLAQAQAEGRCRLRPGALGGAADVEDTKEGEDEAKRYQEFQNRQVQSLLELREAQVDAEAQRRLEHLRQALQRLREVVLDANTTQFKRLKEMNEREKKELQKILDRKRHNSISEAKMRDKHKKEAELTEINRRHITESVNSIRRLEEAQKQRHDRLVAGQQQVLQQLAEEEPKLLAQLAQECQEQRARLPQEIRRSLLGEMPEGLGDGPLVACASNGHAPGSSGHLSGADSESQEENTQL
hcDAF12 agonist: H. contortus DAF-12 nuclear receptor activators, primary screen, cell-based, luminescence, HEK293, lit1-tk-luc reporter; HEK293 hcDAF-12 lit1-tk-luc reporter; 0% DMSO, 100% Δ7-dafachronic acid; activation, % at 6.8 µM; 370,000 tested, 1.4% active; AID 652067, 2013;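 active = activation above the mean of all tested compounds plus 3 SD, cut at about 5.5% in these data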;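 note: 100% = response to 3 µM Δ7-dafachronic acid high control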
hgDAF12 agonist: H. glycines DAF-12 receptor agonists, primary screen, cell-based, luminescence, HEK293, GAL4 fusion, UAS-luciferase; Nuclear hormone receptor DAF-12 (Heterodera glycines), GAL4 fusion; HEK293 GAL4-hgDAF12 UAS-luciferase reporter, agonist luminescence; normalized to butyrate control; activation, % at 6.8 µM; 370,000 tested, 1.8% active;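 active = activation above a cutoff set at the mean of all screened compounds plus 3 SD, cut at about 10% in these data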;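 note: 0% = DMSO wells and 100% = sodium butyrate wells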
DAX1 inh-2: DAX1 (NR0B1) inhibitors, primary screen, cell-based, HEK293, Gal4-DAX1, luciferase luminescence. inhibition, % at 6.75 µM. 340,000 tested, 0.99% active. AID 504766, 2011. HEK293 Gal4-DAX1 luciferase reporter;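 active = inhibition above the mean over all tested compounds plus 3 SD, cut at about 4.2% in these data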;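 note: 0% = DAX1-transfected cells with DMSO and 100% = empty-vector control cells with DMSO; inhibition shows as a rise in luminescence from relieved DAX1 repression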
PG9 Ab binder: binders of HIV-1 gp120 antibody PG9, primary screen, biochemical, TR-FRET | 360,000 tested, 0.43% active | TR-FRET gp120-PG9 antibody binding | HIV-1 gp120 / PG9 antibody interaction | inhibition, % at 6.7 µM; in the data active = inhibition above about 8.5%
GAA850 FXN act: FXN promoter activators, primary screen, cell-based, luciferase luminescence, HEK293 lucGAA850; 360,000 tested, 0.56% active; HEK293 lucGAA850 FXN promoter luciferase reporter, 24 h; percent of 10 µM SAHA response; AID 540364, 2011; activation, % at 6 µM;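 active = activation above the average of all compounds screened plus 3 SD, cutoff fixed separately per campaign, cut at about 7.5% in these data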;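 note: 0% = DMSO wells and 100% = 10 µM SAHA wells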
Rev-erbA mod: modulators of Rev-erb alpha DNA binding, primary screen, biochemical, FITC-DNA, fluorescence polarization, uHTS; AID 1259318, 2017; Rev-erbα–FITC-DNA binding, 90 min; activity, % at 10 µM; Nuclear receptor subfamily 1 group D member 1 (Homo sapiens), P20393; 370,000 tested, 0.79% active;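 active = activity above about 14%, limit read from the data; passing the limit was not always enough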;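 note: 0% = DMSO wells with 35 nM protein and 100% = DMSO wells with 750 nM protein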
ssDAF-12 act: S. stercoralis DAF-12 nuclear receptor activators, primary screen, cell-based, luminescence, HEK293, GRIP1 co-expression, lit1-tk-luc; Nuclear hormone receptor DAF-12 (Strongyloides stercoralis); HEK293 ssDAF-12/GRIP1 lit1-tk-luc reporter; % of 3 µM dafachronic acid response; activation, % at 6.8 µM; 370,000 tested, 1% active; AID 652126, 2013;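 active = activation above the mean over all tested compounds plus 3 SD, cut at about 0.9% in these data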;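 note: 0% = DMSO-only wells and 100% = 3 µM delta7-dafachronic acid wells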
HGIII-sPLA2 inh: human group III sPLA2 inhibitors, primary screen, biochemical, QFRET, BODIPY PC-A2 liposome substrate. Group 3 secretory phospholipase A2 (Homo sapiens), Q9NZ20. QFRET BODIPY PC-A2 liposome hydrolysis, fluorescence. inhibition, % at 12.2 µM. 370,000 tested, 0.56% active;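 active = inhibition above mean plus 3 SD of compounds lying within the high and low control bounds, cut at about 19% in these data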;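 note: 0% = median of test compound wells and 100% = no enzyme DMSO wells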
SMARCA2 act: SMARCA2 (BRM) function activators, primary screen, cell-based, luminescence, high throughput. activation, % at 9.1 µM. MG213 cells, MMTV-luciferase reporter, dexamethasone, overnight. 370,000 tested, 1% active. AID 652017, 2013; in the data active = activation above about 7.8%;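 note: 0% = vehicle wells and 100% = reference activator wells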
Numbers without * were called inactive; i = inactive; / = no result given.

SMILES	DAX1 inh-1	PLC-beta3 inh	hcDAF12 agonist	hgDAF12 agonist	DAX1 inh-2	PG9 Ab binder	GAA850 FXN act	Rev-erbA mod	ssDAF-12 act	HGIII-sPLA2 inh	SMARCA2 act
COc1ccc(S(=O)(=O)N(C)C[C@H]2Oc3ccc(NC(=O)Nc4ccc(C(F)(F)F)cc4)cc3C(=O)N([C@H](C)CO)C[C@@H]2C)cc1	0.0	2	-0.3	-1.1	0.2	0.4	-2.4	3	-1.3	-42	-1
O=C1CC(N2CCSCC2)C(=O)N1c1cccc(Cl)c1 (stereo not drawn)	0.8	3	-2.2	-4.4	2.1	2.7	1.7	-2	-1.6	3	-1
Cc1oc(C(C)(C)C)cc1C(=O)Nc1ccc2c(c1)OCO2	0.4	-6	-1.3	2.0	/	0.5	1.4	-5	-1.2	-14	-1
C(=N\Nc1nn2cnnc2c2ccccc12)/c1ccco1	0.0	-2	-1.7	2.8	2.8	-6.4	0.2	1	-1.4	5	2
O=C(/C=C/c1ccccc1)NC(N1CCOCC1)C(Cl)(Cl)Cl (stereo not drawn)	-0.6	1	-1.3	0.6	0.3	2.2	1.5	2	-1.0	0	1
CCN(CC)S(=O)(=O)c1ccc(N2CCOCC2)c(NC(=O)c2cc(=O)[nH]c3ccccc23)c1	-0.6	-3	0.1	0.3	1.5	-0.8	-0.1	2	-1.5	-2	-1
O=C1OC(c2ccc(Cl)cc2)/C(=C(/O)c2ccccc2)C1=O (stereo not drawn)	-0.1	5	-0.5	5.9	0.9	-1.2	-1.2	-1	-0.8	8	1
Cc1ccc(S(=O)(=O)N2CC[C@H]3[C@@H](C2)C(=O)C[C@@H](c2ccccc2)N3S(=O)(=O)c2ccc(C)cc2)cc1	-2.4	0	-1.6	-2.5	/	-0.5	/	-1	-1.5	-7	-1
Cc1ccc(CS(=O)(=O)c2cn(CC(=O)N3CCOCC3)c3ccccc23)cc1	0.3	-4	1.4	1.4	-0.1	0.4	1.4	2	-0.5	-8	-3
Cc1ccc(C(=O)COC(=O)CCNS(=O)(=O)c2ccccc2F)cc1	-0.9	-5	1.9	-0.1	1.4	0.7	0.7	1	0.3	-5	-2
COc1ccc(/C(O)=C2/C(=O)C(=O)N(c3ncccn3)C2c2ccc(OC)c(OC)c2)cc1 (stereo not drawn)	0.0	-7	1.8	-0.6	-1.3	1.0	3.3	-1	-0.3	-8	-1
Cc1nc(C/C(=N\Nc2ccccc2)c2ccc(O)cc2O)cs1	0.3	-15	0.4	2.2	-0.3	1.3	1.9	-8	-0.8	-14	0
O=C(CSc1nnc2n(C3CCCC3)c(=O)c3ccccc3n12)N1CCCCCC1	-2.2	-6	-2.9	-3.0	-1.7	-2.7	-4.4	-6	-2.0	2	-2
COc1ccc(S(=O)(=O)NC2CC(=O)N(c3ccccc3)C2)cc1C (stereo not drawn)	-1.6	-9	-1.7	0.1	0.4	0.4	-0.3	2	-0.6	-11	-3
Nc1nc(NCCOCCO)nc(NC2CCCCC2)c1[N+](=O)[O-]	-0.2	2	-2.0	-1.4	-0.2	-1.1	6.0	-4	-0.9	-3	1
CCN(CC(=O)Nc1sc2c(c1C#N)CCC(C)C2)CC(=O)NC1CCS(=O)(=O)C1 (stereo not drawn)	-0.6	-4	-1.6	-1.3	-0.7	0.5	0.2	4	-1.7	-3	2
Nc1nc(N)nc(COc2ccccc2)n1	1.3	-1	2.3	11*	4.7*	-0.5	4.8	3	0.2	1	1
Cc1[nH]c2ccccc2c1C(=O)C(=O)N1CCN(c2ccccc2Cl)CC1	-0.5	-12	-2.5	1.1	0.2	1.2	2.3	2	-1.2	-9	-2
COC(=O)c1n[nH]c2ccccc12	1.1	-4	6.2*	2.1	0.1	-1.5	1.1	-4	1.0*	-1	2
CCN(CC)c1ccc(S(=O)(=O)N2CCOCC2)cc1NC(=O)c1cc(=O)c2ccccc2o1	-1.2	1	-1.7	-3.5	-1.2	1.6	-1.6	1	-0.8	9	1
CCCNC(=S)N1CCC(C(=O)c2ccc3c(c2)OCCO3)CC1	-0.8	-2	-2.7	-3.5	1.9	-0.8	1.2	4	-1.5	5	-5
COc1cc(/C=C2\SC(=Nc3ccccc3)N(Cc3ccco3)C2=O)ccc1OC(C)C(=O)O (stereo not drawn)	-0.1	-2	-0.7	-2.4	1.2	-2.3	3.0	-1	-0.1	-31	0
O=C(CCn1nnc2ccccc2c1=O)NCC1CCC(C(=O)O)CC1 (stereo not drawn)	-0.2	1	-0.1	0.7	0.7	1.9	-2.2	-2	0.2	5	3
COc1cc(OC)nc(NC(=O)CSc2nc3ccccc3o2)n1	0.3	6	-0.8	-2.2	0.8	0.4	2.7	4	-0.2	-4	-2
Cc1cc(F)cc(-c2cc(C(=O)NCc3cccc(Cl)c3)[nH]n2)c1	-0.1	2	0.9	1.4	/	-0.5	-1.4	3	-0.8	-7	-2

Additional compounds:
SMILES	DAX1 inh-1	PLC-beta3 inh	hcDAF12 agonist	hgDAF12 agonist	DAX1 inh-2	PG9 Ab binder	GAA850 FXN act	Rev-erbA mod	ssDAF-12 act	HGIII-sPLA2 inh	SMARCA2 act
Cc1cc(OCC(=O)N(C)C2CCCCC2)ccc1Cl	3.6*	2	4.1	17*	0.2	-0.1	4.0	3	0.7	5	10*
CCOc1ccc(S(=O)(=O)Nc2nc3ccc(OC)cc3s2)cc1	0.7	1	1.9	2.0	0.0	-2.4	2.3	0	-0.4	-8	0
CC(=O)N1c2c(cc(Br)cc2S(=O)(=O)Nc2c(C)n(C)n(-c3ccccc3)c2=O)CC1C (stereo not drawn)	-0.1	1	0.6	1.4	-0.1	-3.2	1.4	-4	-1.4	-3	1
COc1cc(OC)cc(C(=O)N[C@H](C(=O)OCn2nnc3ccccc3c2=O)C(C)C)c1	0.8	-8	-1.0	-2.5	0.3	1.0	1.2	5	-1.6	4	-2
CCOc1ccc(OCCNC(=O)c2cc(C3CC3)nc3c2cnn3C(C)C)cc1	-6.0	0	-2.3	-3.2	-1.7	1.2	-2.5	0	-1.5	-1	-1
CCOc1ccc(NC(=O)C2=C(C)NC(=S)NC2c2ccc(O)c(OC)c2)cc1 (stereo not drawn)	-0.1	-5	-1.4	1.3	-0.1	-0.5	-3.4	2	-1.4	19	-1
O=C(NCc1ccccc1)c1cc2ccc(O)cc2oc1=O	0.1	i	-0.1	6.9	-0.8	1.6	3.2	-9	0.3	-12	1
CCOc1ccccc1C(=O)N1CCC[C@@H]1C(=O)N1CCC[C@H]1C(=O)NCc1ccccc1	0.6	-2	-1.0	-0.7	/	2.1	/	1	-0.9	7	-3
CCC(C)NC(=O)Cn1cnc([N+](=O)[O-])c1 (stereo not drawn)	-0.1	0	1.3	0.0	-0.4	-2.2	2.6	3	0.4	3	0
CCN(Cc1cccs1)C(=O)c1cccc(S(=O)(=O)N2CCN(C)CC2)c1	-0.1	-5	-1.7	2.8	1.3	-1.1	-0.3	1	-0.7	-12	3
CCC(=O)N(C)CCc1cc2c(c(OC)c1/C=N/Nc1ccc(C(=O)O)cc1)OCO2	1.2	-18	4.7	7.2	0.0	-12	2.0	0	-0.7	-3	1
O=c1[nH]c(-c2ccccn2)cc2ccccc12	1.6	-85	1.6	10	2.7	-0.2	3.1	-1	-0.7	6	3
CCN1C[C@@H]2[C@@H]3C(=O)N(C)C(=O)[C@@H]3[C@](C)(C1=O)N2C(=O)c1ccc(Cl)c(Cl)c1	-0.2	2	-1.4	-0.2	0.3	-0.9	0.3	-2	-0.3	7	0
Cc1ccccc1C(=O)N1CCC(C(N)=O)CC1	-0.1	3	0.2	0.4	2.1	-0.4	-1.1	2	-1.9	7	1
O=C(/C=C/c1ccc(Cl)cc1)Nn1c(-c2cccs2)nc2ccccc2c1=O	0.0	1	-0.5	-2.2	-1.2	0.9	-1.3	2	-1.5	-8	2
CC(=O)/C(C#N)=C1\NC(=O)C(Cc2ccccc2)S1 (stereo not drawn)	-0.9	-6	0.3	-7.0	-3.0	-0.4	-3.9	2	-1.4	-8	-2
CS(=O)(=O)c1ccc(-c2nnn(CC(=O)N3CCCCC3)n2)cc1	-0.1	-5	0.5	-0.5	0.6	0.1	-0.1	-1	-1.2	1	0
COC(=O)COc1ccc(C(=O)Cn2c(NCCCO)nc3ccccc32)cc1	0.3	-6	0.5	-1.6	3.5	-0.9	0.5	-3	-1.8	-18	-1
CC(=O)Nc1ccc(S(=O)(=O)N[C@@H](C)C(=O)OCc2cc([N+](=O)[O-])cc3c2OCOC3)cc1	0.3	-9	-0.8	-1.5	1.2	-0.8	3.3	-6	-1.4	0	-2
Cc1ccccc1CN1CCc2cc([N+](=O)[O-])ccc21	-0.8	-3	-1.1	-0.4	-1.2	-2.4	-1.9	5	-1.6	5	-5
CCN1CCN(c2nn3c(=O)c4ccccc4nc3c3ccccc23)CC1	1.3	-72	2.2	3.5	0.3	-1.0	1.1	-3	-1.0	1	5
COc1ccc(CCNC(=O)CS(=O)Cc2nc(-c3ccccc3F)oc2C)cc1OC (stereo not drawn)	0.6	-8	0.2	0.4	0.8	-0.3	-0.2	-2	-1.1	0	-2
Cc1nc2c(C)cccn2c1C(=O)N/N=C/c1ccccc1[N+](=O)[O-]	1.1	-12	-0.2	-1.2	0.1	0.3	0.4	1	-1.1	7	-4

In the list so far, these have two or more sulfur atoms:
SMILES	DAX1 inh-1	PLC-beta3 inh	hcDAF12 agonist	hgDAF12 agonist	DAX1 inh-2	PG9 Ab binder	GAA850 FXN act	Rev-erbA mod	ssDAF-12 act	HGIII-sPLA2 inh	SMARCA2 act
Cc1ccc(S(=O)(=O)N2CC[C@H]3[C@@H](C2)C(=O)C[C@@H](c2ccccc2)N3S(=O)(=O)c2ccc(C)cc2)cc1	-2.4	0	-1.6	-2.5	/	-0.5	/	-1	-1.5	-7	-1
CCN(CC(=O)Nc1sc2c(c1C#N)CCC(C)C2)CC(=O)NC1CCS(=O)(=O)C1 (stereo not drawn)	-0.6	-4	-1.6	-1.3	-0.7	0.5	0.2	4	-1.7	-3	2
CCOc1ccc(S(=O)(=O)Nc2nc3ccc(OC)cc3s2)cc1	0.7	1	1.9	2.0	0.0	-2.4	2.3	0	-0.4	-8	0
CCN(Cc1cccs1)C(=O)c1cccc(S(=O)(=O)N2CCN(C)CC2)c1	-0.1	-5	-1.7	2.8	1.3	-1.1	-0.3	1	-0.7	-12	3
